SRC1 inh = human NCOA1 inhibition. Q15788. HEK293 GAL4-SRC1 luciferase reporter, luminescence. inhibition, % at 3.6 µM. 360,000 compounds, 0.12% hits. AID 588354;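 active = inhibition above the campaign mean plus 3 SD, with each screening campaign given its own cutoff, cut at about 60% in these data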;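 note: 0% = DMSO treated cells and 100% = gossypol at 36 µM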
TLR9-MyD88 block = TLR9-MyD88 interaction inhibition | inhibition, % at 4.98 µM | CHO BLA complementation TLR9-MyD88, CCF4 FRET ratio | AID 504734 | Q9NR96+Q99836 | 340,000 compounds, 0.21% hits;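 active = inhibition above the mean over all tested compounds plus 3 SD, cut at about 21% in these data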;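 note: 0% = DMSO only wells and 100% = clavulanate BLA inhibitor control wells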
SRC2 inh = human SRC2 (NCOA2) inhibition; Q15596; HEK293 GAL4-SRC2 luciferase reporter, luminescence; inhibition, % at 9 µM; 370,000 compounds, 0.17% hits; AID 651957;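 active = inhibition above the mean inhibition of all tested compounds plus 3 SD, set per campaign, cut at about 52% in these data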;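 note: 0% = DMSO treated cells and 100% = cells given Gossypol at 36 µM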
NR5A2 inv ag = inverse agonists of human LRH-1 (NR5A2) | O00482 | HEK293T StAR-luciferase reporter, LRH-1 transfected, 24 h | inhibition, % at 3.6 µM | 360,000 compounds, 0.13% hits | AID 602396;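 active = inhibition above the mean inhibition of all tested compounds plus 3 SD, cut at about 73% in these data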;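 note: 0% = DMSO wells and 100% = reporter-only cells lacking LRH-1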
Target sequence (O00482 whole entry, looked up): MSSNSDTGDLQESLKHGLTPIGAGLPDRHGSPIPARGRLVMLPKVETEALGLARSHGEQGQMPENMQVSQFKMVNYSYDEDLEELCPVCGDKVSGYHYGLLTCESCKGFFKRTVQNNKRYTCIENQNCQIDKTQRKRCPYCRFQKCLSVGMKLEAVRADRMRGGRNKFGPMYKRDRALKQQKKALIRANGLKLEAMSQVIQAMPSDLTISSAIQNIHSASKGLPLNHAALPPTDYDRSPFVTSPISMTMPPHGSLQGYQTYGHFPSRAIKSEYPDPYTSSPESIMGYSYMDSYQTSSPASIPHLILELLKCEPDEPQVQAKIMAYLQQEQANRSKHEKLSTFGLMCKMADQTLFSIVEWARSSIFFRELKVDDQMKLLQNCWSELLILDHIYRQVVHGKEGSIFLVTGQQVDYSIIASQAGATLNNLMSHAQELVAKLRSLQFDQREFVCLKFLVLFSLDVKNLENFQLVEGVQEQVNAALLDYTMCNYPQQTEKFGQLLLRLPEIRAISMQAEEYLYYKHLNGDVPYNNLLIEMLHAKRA
TROY signal inh = inhibitors of TROY-dependent NF-kB signaling. inhibition, % at 10 µM. Q293 LMP1-TROYcd NF-kB luciferase reporter, 4 h. 360,000 compounds, 0.98% hits;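 active = compounds whose plate-normalised and pattern-corrected inhibition of the luciferase reporter signal at the single screening dose is 50% or more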
NR2F2 inh = blocks human COUP-TFII nuclear receptor. P24468. HEK293T NGFI-A luciferase reporter, luminescence. inhibition, % at 8.6 µM. 370,000 compounds, 0.7% hits;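 active = inhibition above a per-plate cutoff, mean inhibition of test wells between control levels plus 3 SD, cut at about 38% in these data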;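 note: cells cotransfected with COUP-TFII expression vector driving the NGFI-A reporter; 0% = median of COUP-TF2 test wells and 100% = reporter-only cells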
ABHD5 PLIN5 PPI = ABHD5-PLIN5 protein interaction inhibition | Split G. princeps luciferase complementation, luminescence, 4 h | inhibition, % at 4 µM | 360,000 compounds, 0.78% hits;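 active = inhibition above the mean inhibition across every tested compound plus 3 SD, cut at about 22% in these data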;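 note: 0% = DMSO only wells and the 100% control is not disclosed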
NOD2-RIPK2 inh = NOD2-RIPK2 protein interaction inhibition; CHO BLA complementation NOD2-RIPK2, CCF4 ratio; 360,000 compounds, 0.38% hits; O43353; inhibition, % at 4.98 µM; AID 624267; in the data active = inhibition above about 21%;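 note: 0% = vehicle only and 100% = reference blocker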
Target sequence (O43353 whole entry, looked up): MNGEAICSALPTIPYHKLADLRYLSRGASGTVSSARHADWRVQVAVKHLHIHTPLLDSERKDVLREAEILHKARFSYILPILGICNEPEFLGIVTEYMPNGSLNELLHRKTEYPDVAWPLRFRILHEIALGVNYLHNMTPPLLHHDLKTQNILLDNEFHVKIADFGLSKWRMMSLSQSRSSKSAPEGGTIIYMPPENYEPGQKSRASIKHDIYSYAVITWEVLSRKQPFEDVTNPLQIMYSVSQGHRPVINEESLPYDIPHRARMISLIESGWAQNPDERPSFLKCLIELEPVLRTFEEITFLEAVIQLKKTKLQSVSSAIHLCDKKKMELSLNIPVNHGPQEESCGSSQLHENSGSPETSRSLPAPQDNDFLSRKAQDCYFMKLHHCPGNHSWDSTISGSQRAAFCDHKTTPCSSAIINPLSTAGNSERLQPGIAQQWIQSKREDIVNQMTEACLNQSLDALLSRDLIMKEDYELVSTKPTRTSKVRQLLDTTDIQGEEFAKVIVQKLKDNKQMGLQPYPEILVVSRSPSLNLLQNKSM
TWEAK Fn14 block = TWEAK-Fn14 signaling inhibition; TWEAK-stimulated Fn14 reporter cells, luciferase luminescence, 8 h; 360,000 compounds, 2% hits; inhibition, % at 10 µM; in the data active = inhibition above about 50%
NCOA3 inh = inhibits human SRC3 coactivator | HEK293 GAL4-SRC3 luciferase reporter, luminescence | Q9Y6Q9 | inhibition, % at 3.6 µM | 360,000 compounds, 0.17% hits;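 active = inhibition above a per-campaign cutoff, the mean of all compounds plus 3 SD, cut at about 60% in these data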;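 note: 0% = DMSO-treated cells and 100% = gossypol-treated cells at 36 µM; higher means less SRC3-driven luciferase light from the GAL4 reporter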
Exocytosis inh = blocks lytic granule exocytosis; TALL-104 LAMP-1 surface exposure, flow cytometry; cells stimulated with thapsigargin and PMA; inhibition, % at 10 µM; 360,000 compounds, 0.66% hits;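 active = inhibition above about 55%, limit read from the data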
The depositor's hits bear a star. Some of the compounds tested, so the mix of outcomes need not match the whole.

Screening COc1ccc(-n2c(Cc3cccn3C)nnc2SCC(=O)N2CCCc3ccccc32)cc1 returned SRC1 inh 9, TLR9-MyD88 block 5, SRC2 inh 6, NR5A2 inv ag 4, TROY signal inh 9, NR2F2 inh 0, ABHD5 PLIN5 PPI 7, NOD2-RIPK2 inh 0, TWEAK Fn14 block 2, NCOA3 inh -5 and Exocytosis inh -4.
For CCOc1ccc(S(=O)(=O)N2CCOCC2)cc1NC(=O)CN1C(=O)NC2(CCCC2)C1=O the results were SRC1 inh -19, TLR9-MyD88 block -14, SRC2 inh -2, NR5A2 inv ag -11, TROY signal inh 7, NR2F2 inh -5, ABHD5 PLIN5 PPI 2, NOD2-RIPK2 inh -1, TWEAK Fn14 block -6, NCOA3 inh 23 and Exocytosis inh -2.
Screening CS(=O)(=O)c1ccc(C(=O)NNC(=O)c2ccccc2-n2cccc2)cc1 returned SRC1 inh -24, TLR9-MyD88 block -3, SRC2 inh -19, NR5A2 inv ag 12, TROY signal inh -9, NR2F2 inh -13, ABHD5 PLIN5 PPI 8, NOD2-RIPK2 inh 6, TWEAK Fn14 block -4, NCOA3 inh -6 and Exocytosis inh 0.
For COc1cccc(-c2nn(-c3ccccc3)cc2CN(C)Cc2c(C)nc3ccccn23)c1 the results were SRC1 inh 16, TLR9-MyD88 block -4, SRC2 inh 12, NR5A2 inv ag 13, TROY signal inh -21, NR2F2 inh 14, ABHD5 PLIN5 PPI 9, NOD2-RIPK2 inh 8, TWEAK Fn14 block -5, NCOA3 inh 1 and Exocytosis inh 1.
CCCCCC(=O)N1C[C@H](O)[C@@H](n2cc(-c3ccc(F)cc3)nn2)C[C@@H]1c1ccc(C)cc1 was read as SRC1 inh 3, TLR9-MyD88 block -20, SRC2 inh 6, NR5A2 inv ag 1, TROY signal inh 14, NR2F2 inh 0, ABHD5 PLIN5 PPI -5, NOD2-RIPK2 inh -11, TWEAK Fn14 block 6, NCOA3 inh 10 and Exocytosis inh 6.
CC1=CC(C)(C)N2C(=O)C(=O)c3cc(OC(=O)c4ccco4)cc1c32 was read as SRC1 inh 12, SRC2 inh 18, NR5A2 inv ag 4, TROY signal inh 19, NR2F2 inh -7, ABHD5 PLIN5 PPI -2, NOD2-RIPK2 inh 15, TWEAK Fn14 block 27, NCOA3 inh 19 and Exocytosis inh 2.
`COc1ccc(C(=O)NCC23C=CC(O2)C2C(=O)N(Cc4ccccc4)C(=O)C23)cc1` (stereo unspecified) gave SRC1 inh 2, TLR9-MyD88 block 0, SRC2 inh -33, NR5A2 inv ag -8, TROY signal inh -45, NR2F2 inh 4, ABHD5 PLIN5 PPI 5, NOD2-RIPK2 inh 3, TWEAK Fn14 block 3, NCOA3 inh 8 and Exocytosis inh 41.
CCCC(=O)Nc1c(-c2ccc(OC)cc2)c(=O)c2ccccc2n1C was read as SRC1 inh -2, TLR9-MyD88 block 5, SRC2 inh 9, NR5A2 inv ag -7, TROY signal inh -5, NR2F2 inh 2, ABHD5 PLIN5 PPI 7, NOD2-RIPK2 inh 1, TWEAK Fn14 block 7, NCOA3 inh -10 and Exocytosis inh -2.
COc1ccc(NC(=O)CCCNC(=O)Cn2cnc3sc4c(c3c2=O)CCCC4)c(OC)c1 was read as SRC1 inh 9, TLR9-MyD88 block -11, SRC2 inh -20, NR5A2 inv ag 4, TROY signal inh -5, NR2F2 inh 4, ABHD5 PLIN5 PPI -6, NOD2-RIPK2 inh 0, TWEAK Fn14 block 24, NCOA3 inh -4 and Exocytosis inh -1.
CC(C)C[C@H]1CN([C@@H](Cc2ccccc2)CN2CCCC2CN2C(=S)NC[C@@H]2Cc2ccccc2)C(=S)N1CC1CCCCC1 (stereo partly specified) was read as SRC2 inh 8, NR5A2 inv ag -1, TROY signal inh 12, NR2F2 inh 21, ABHD5 PLIN5 PPI -2, NOD2-RIPK2 inh 7, TWEAK Fn14 block 12 and Exocytosis inh 7.
`O=C(CNc1ccc(F)cc1)c1ccccc1` gave SRC1 inh -6, TLR9-MyD88 block -2, SRC2 inh -61, NR5A2 inv ag -39, TROY signal inh -22, NR2F2 inh -3, ABHD5 PLIN5 PPI -4, NOD2-RIPK2 inh 6, TWEAK Fn14 block -32, NCOA3 inh -9 and Exocytosis inh -1.
For CN1CCN(C(=O)C2CCCN(S(=O)(=O)c3ccc(F)cc3)C2)CC1 (stereo unspecified) the results were SRC1 inh 3, TLR9-MyD88 block 2, SRC2 inh -12, NR5A2 inv ag -6, TROY signal inh -6, NR2F2 inh -7, ABHD5 PLIN5 PPI -4, NOD2-RIPK2 inh -4, TWEAK Fn14 block 3, NCOA3 inh -25 and Exocytosis inh 0.
CCCCCCCc1c(O)nc(SCCN2CCOCC2)[nH]c1=O was read as SRC1 inh 5, TLR9-MyD88 block 7, SRC2 inh -11, NR5A2 inv ag 15, TROY signal inh 6, NR2F2 inh 4, ABHD5 PLIN5 PPI -3, NOD2-RIPK2 inh 3, TWEAK Fn14 block 0, NCOA3 inh 16 and Exocytosis inh -2.
`CCOC(=O)CSC1=Nc2ccccc2C2=NC(CC(=O)NCc3cccs3)C(=O)N12` (stereo unspecified) gave SRC1 inh -32, TLR9-MyD88 block -4, SRC2 inh 3, NR5A2 inv ag 0, TROY signal inh -7, NR2F2 inh 0, ABHD5 PLIN5 PPI 1, NOD2-RIPK2 inh 10, TWEAK Fn14 block -3, NCOA3 inh -33 and Exocytosis inh -2.
For C/C(CCc1ccccc1)=N\NC(=O)CCc1ccccc1 the results were SRC1 inh 6, TLR9-MyD88 block 2, SRC2 inh -15, NR5A2 inv ag 9, TROY signal inh 1, NR2F2 inh -4, ABHD5 PLIN5 PPI -6, NOD2-RIPK2 inh -23, TWEAK Fn14 block -1, NCOA3 inh 13 and Exocytosis inh -3.
For CCc1c(C(=O)Nc2ncn(Cc3cccc(C)c3)n2)csc1C the results were SRC1 inh -1, TLR9-MyD88 block -7, SRC2 inh 1, NR5A2 inv ag -3, TROY signal inh -1, NR2F2 inh 6, ABHD5 PLIN5 PPI -7, NOD2-RIPK2 inh -9, TWEAK Fn14 block -7, NCOA3 inh -5 and Exocytosis inh -2.
Screening O=C(CSc1nnc(Nc2ccccc2)s1)NCc1cccs1 returned SRC1 inh -31, TLR9-MyD88 block -1, SRC2 inh 2, NR5A2 inv ag 15, TROY signal inh -2, NR2F2 inh 0, ABHD5 PLIN5 PPI 0, NOD2-RIPK2 inh 2, TWEAK Fn14 block 5, NCOA3 inh 25 and Exocytosis inh -2.
COC(=O)c1ccc(N=C2SCC(=O)N2C)cc1 was read as SRC1 inh 3, TLR9-MyD88 block 0, SRC2 inh -15, NR5A2 inv ag 5, TROY signal inh -5, NR2F2 inh -13, ABHD5 PLIN5 PPI -5, NOD2-RIPK2 inh 0, TWEAK Fn14 block -12, NCOA3 inh -6 and Exocytosis inh -7.
`NC(=S)N=Nc1c(O)n(Cc2ccccc2)c2ccccc12` gave SRC1 inh -2, TLR9-MyD88 block 2, SRC2 inh 16, NR5A2 inv ag 12, TROY signal inh -28, NR2F2 inh 16, ABHD5 PLIN5 PPI -2, NOD2-RIPK2 inh -8, TWEAK Fn14 block -45, NCOA3 inh 16 and Exocytosis inh 6.
Screening CCOC(=O)/C(=N/O)C1=NC(C)(C)Cc2cc(C)c(C)cc21 returned SRC1 inh -13, TLR9-MyD88 block 16, SRC2 inh -4, NR5A2 inv ag 22, TROY signal inh 4, NR2F2 inh 4, ABHD5 PLIN5 PPI 1, NOD2-RIPK2 inh 1, TWEAK Fn14 block -19, NCOA3 inh 10 and Exocytosis inh 1.
Nc1cc(-c2ccc(Br)cc2)nn1Cc1ccccc1 was read as SRC1 inh -19, TLR9-MyD88 block 2, SRC2 inh 20, NR5A2 inv ag 13, TROY signal inh -29, NR2F2 inh 37*, ABHD5 PLIN5 PPI -5, NOD2-RIPK2 inh 3, TWEAK Fn14 block 29, NCOA3 inh -18 and Exocytosis inh 2.
`CC(C(=O)NCC1CCCCC1)N1CCc2ccccc2C1` (stereo unspecified) gave SRC1 inh 1, TLR9-MyD88 block 0, SRC2 inh 5, NR5A2 inv ag 12, TROY signal inh 1, NR2F2 inh 6, ABHD5 PLIN5 PPI 5, NOD2-RIPK2 inh -2, TWEAK Fn14 block 18, NCOA3 inh 12 and Exocytosis inh -2.
For CCn1cc(/C=C(\NC(=O)c2ccccc2)C(=O)NCCN2CCOCC2)c2ccccc21 the results were SRC1 inh -3, TLR9-MyD88 block 8, SRC2 inh -10, NR5A2 inv ag -7, TROY signal inh 11, NR2F2 inh 14, ABHD5 PLIN5 PPI -2, NOD2-RIPK2 inh -9, TWEAK Fn14 block -6, NCOA3 inh -18 and Exocytosis inh -7.
For Cc1ncsc1CCC(=O)N1CCCC(Nc2ccc(F)c(F)c2)C1 (stereo unspecified) the results were SRC1 inh 13, TLR9-MyD88 block -7, SRC2 inh 2, NR5A2 inv ag -6, TROY signal inh 6, NR2F2 inh 8, ABHD5 PLIN5 PPI -4, NOD2-RIPK2 inh -4, TWEAK Fn14 block 3, NCOA3 inh 3 and Exocytosis inh -9.
`Cc1cc(C)n(-c2n[nH]c(C)c2[N+](=O)[O-])n1` gave SRC1 inh 12, TLR9-MyD88 block -2, SRC2 inh -50, NR5A2 inv ag -2, TROY signal inh -9, NR2F2 inh 3, ABHD5 PLIN5 PPI -5, NOD2-RIPK2 inh -5, TWEAK Fn14 block 1, NCOA3 inh 11 and Exocytosis inh -5.
Screening COc1ccc(NC(=O)c2ccc(NC(=O)COC(=O)CC(NC(=O)c3ccccc3Cl)c3ccccc3)cc2)cc1 (stereo unspecified) returned SRC1 inh -12, TLR9-MyD88 block -17, SRC2 inh -17, NR5A2 inv ag 2, TROY signal inh -28, NR2F2 inh -6, ABHD5 PLIN5 PPI 0, NOD2-RIPK2 inh -11, TWEAK Fn14 block -2, NCOA3 inh -9 and Exocytosis inh 27.
For COc1ccccc1OCCOc1ccc(C(=O)c2ccccc2)cc1 the results were SRC1 inh 17, TLR9-MyD88 block 9, SRC2 inh 3, NR5A2 inv ag 6, TROY signal inh 9, NR2F2 inh 0, ABHD5 PLIN5 PPI -4, NOD2-RIPK2 inh 14, TWEAK Fn14 block 19, NCOA3 inh 0 and Exocytosis inh -4.
`CN1CCN(CCC(=O)Nc2ccc(Br)cc2)CC1` gave SRC1 inh -4, TLR9-MyD88 block 2, SRC2 inh 18, NR5A2 inv ag 3, TROY signal inh -5, NR2F2 inh 2, ABHD5 PLIN5 PPI 4, NOD2-RIPK2 inh -8, TWEAK Fn14 block 7, NCOA3 inh -6 and Exocytosis inh -2.
Screening O=C(/C=C/c1cccs1)Nc1nncs1 returned SRC1 inh -46, TLR9-MyD88 block -8, SRC2 inh 7, NR5A2 inv ag -49, TROY signal inh -29, NR2F2 inh -6, ABHD5 PLIN5 PPI 1, NOD2-RIPK2 inh -7, TWEAK Fn14 block -17, NCOA3 inh -49 and Exocytosis inh 6.
